M1 antagonist: antagonists of rat M1 muscarinic receptor | AID 628 | CHO-M1 cells, Fluo-4 calcium, ACh EC80 antagonist mode; active compounds read low | P08482 | actives 3.4% (n = 64,000) | B-score at 10 µM;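 active = calcium fluorescence response, raw or row-and-column corrected B-score, differing from the plate sample mean either way at a set confidence level, mostly lower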
Target sequence (P08482 whole entry, looked up): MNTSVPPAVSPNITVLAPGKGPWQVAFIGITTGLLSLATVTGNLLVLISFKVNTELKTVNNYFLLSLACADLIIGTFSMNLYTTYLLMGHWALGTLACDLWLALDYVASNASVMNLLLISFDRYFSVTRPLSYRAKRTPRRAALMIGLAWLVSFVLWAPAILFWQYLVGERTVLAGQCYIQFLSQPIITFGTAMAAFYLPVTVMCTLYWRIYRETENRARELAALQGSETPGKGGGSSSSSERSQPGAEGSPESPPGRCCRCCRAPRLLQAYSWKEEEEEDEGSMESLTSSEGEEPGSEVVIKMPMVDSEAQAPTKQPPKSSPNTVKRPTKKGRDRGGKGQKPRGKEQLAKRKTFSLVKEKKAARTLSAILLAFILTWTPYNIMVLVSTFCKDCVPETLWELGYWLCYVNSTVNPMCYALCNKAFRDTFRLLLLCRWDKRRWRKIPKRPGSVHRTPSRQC
5HT1E antag: antagonists of human 5-HT1E serotonin receptor. P28566. CHO 5-HT1E Ga15 NFAT-bla reporter, FRET, antagonist. inhibition, % at 6 µM. actives 0.99% (n = 65,000);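 active = inhibition above a set limit, the mean inhibition across every tested compound plus 3 SD, cut at about 29% in these data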;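 note: signal is the 460 over 535 nm emission ratio of beta-lactamase substrate; 0% = agonist plus DMSO wells and 100% = wells without agonist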
S1P3 agonist: activates the human S1P3 receptor; Q99500; S1P3 NFAT-BLA reporter cells, agonism, FRET ratio; relative to 1 µM S1P, basal subtracted; activation, % at 4.5 µM; actives 0.1% (n = 60,000); AID 373;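 active = activation above the screen-wide mean plus 3 SD, cut at about 4.5% in these data, passing the limit was not always enough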; note: some compounds called inactive have numbers as strong as hits
Target sequence (Q99500 whole entry, looked up): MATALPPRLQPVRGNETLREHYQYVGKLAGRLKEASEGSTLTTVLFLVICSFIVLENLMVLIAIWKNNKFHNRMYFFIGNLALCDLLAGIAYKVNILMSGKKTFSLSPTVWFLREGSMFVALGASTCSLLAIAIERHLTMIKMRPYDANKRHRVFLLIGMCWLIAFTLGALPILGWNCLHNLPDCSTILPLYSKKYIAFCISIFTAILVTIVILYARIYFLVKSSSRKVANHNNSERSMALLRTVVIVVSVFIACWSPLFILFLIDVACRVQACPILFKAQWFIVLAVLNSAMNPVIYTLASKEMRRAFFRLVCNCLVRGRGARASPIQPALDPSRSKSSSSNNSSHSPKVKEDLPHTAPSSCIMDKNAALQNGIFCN
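Material: Human S1P3 NFAT-BLA reporter CHO cells | Incubation: Overnight plating, 4 h compound 37 °C, 2 h substrate RT | Signal: FRET β-lactamase substrate fluorescence, excitation 405 nm, 460/535 nm emission ratio, background-subtracted | Compound: 4.5 µM final, single dose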
HTR1A agonist: agonists of human 5-HT1a serotonin receptor; CHO 5-HT1a Ga15 NFAT-bla reporter, FRET ratio; 0% basal, 100% maximal reference agonist; activation, % at 10 µM; actives 0.56% (n = 65,000);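 active = activation above the screen-wide mean activation plus 3 SD, cut at about 19% in these data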;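 note: 0% = DMSO wells and 100% = 5-CT at EC100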
5-HT1A blocker: blocks the human serotonin 5-HT1a receptor | P08908 | CHO 5-HT1a Ga15 NFAT-bla reporter, antagonist mode | inhibition, % at 10 µM | actives 0.68% (n = 62,000) | AID 612;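 active = inhibition above the mean of all tested compounds plus 3 SD, cut at about 43% in these data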;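 note: receptor stimulated by 5-CT agonist at 100 nM near EC80; beta-lactamase reporter measured by ratiometric fluorescence of a cleavable substrate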
S1P1 ag pot: agonists and agonism potentiators of human S1P1 receptor; actives 0.57% (n = 56,000); S1P1 CRE-bla cells, forskolin, beta-lactamase FRET, potentiator mode; S1P1 agonist co-added at EC20, 2 nM; 100% = saturating reference agonist, 0% = basal; P21453; AID 449; activation, % at 9.5 µM;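 active = activation above a cutoff set at the mean activation of all tested compounds plus 3 SD, cut at about 54% in these data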;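 note: forskolin at 4 µM as EC80 and the EC20 agonist is SEW2871; 100% = SEW2871 at its EC100 plus forskolin at EC80; some compounds past the cut are filed as inactive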
Jurkat viability: reduces viability or proliferation of Jurkat cells; inhibition, % at 4 µM; AID 463; Jurkat E6.1 viability, ATP luminescence, 48 h; actives 1.2% (n = 56,000);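 active = inhibition above the mean inhibition of all tested compounds plus 3 SD, cut at about 28% in these data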
HTR1E agonist: agonists of human 5-HT1E serotonin receptor | P28566 | CHO 5-HT1E Ga15 NFAT-bla reporter, FRET; 0% DMSO wells, 100% control agonist wells | activation, % at 6 µM | actives 0.69% (n = 65,000) | AID 574;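 active = activation above a set limit, the screen-wide mean activation plus 3 SD, cut at about 8.5% in these data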;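 note: 100% = positive control agonist at 1 µM giving full maximal response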
M1 agonist: agonists of M1 muscarinic receptor | B-score at 10 µM | actives 3% (n = 64,000) | CHO-M1 cells, Fluo-4 calcium fluorescence, agonist mode; active compounds read high;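 active = fluorescence rise, raw or as B-score row- and column-corrected plate score, outside the 99.7% band of its plate's samples, either direction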
* = called active by the depositor; . = not tested or not shown.

Order of results – M1 antagonist	5HT1E antag	S1P3 agonist	HTR1A agonist	5-HT1A blocker	S1P1 ag pot	Jurkat viability	HTR1E agonist	M1 agonist
O=C(NCCCO)c1nc2ccccc2s1
    1	-1	-0.7	-4.3	-3	-7	-1	0.7	0
CCN1C(=O)/C(=C2/C=CC=CN2C)OC1=S
    -1.6	-13	-1.6	-2.5	7	1	-8	0.0	-1
N#CC1=C(N)Oc2c(oc(CO)cc2=O)C1c1ccsc1 (configuration not stated)
    -0.32	-5	.	-1.5	-2	.	.	0.0	0.027
O=C(c1cccc(C(=O)N2CCN(Cc3ccccc3)CC2)c1)N1CCN(Cc2ccccc2)CC1
    -0.0023	1	0.0	0.8	-22	2	15	2.3	0.47
COc1ccccc1N1CCN(c2cc(C)nc3nc(C)nn23)CC1
    1.6	-17	0.1	0.7	-1	-7	-5	0.1	-0.33
O=C1C(=O)N(CCOCCO)C(c2ccccn2)/C1=C(\O)c1ccccc1 (configuration not stated)
    0.64	1	0.7	-0.7	-7	-13	-1	-0.1	-0.042
Cn1nnc2cc(C(=O)NCc3ccc4c(c3)OCO4)ccc21
    -0.0058	3	-0.7	-0.6	-9	0	-7	-0.7	0.24
Cc1nn(C)c(C)c1CN(C)C(=O)c1cc2n(n1)C(C(F)(F)F)CC(c1cccs1)N2 (configuration not stated)
    -3.5*	1	-1.0	-0.3	-3	4	-2	-0.7	-1.8
CCOC(=O)c1c(C)oc2c1c(C=NC1CCS(=O)(=O)C1)c(O)c1ccccc12 (configuration not stated)
    0.36	11	-1.5	-4.1	1	-6	2	-0.1	0.0088
O=C(Cn1cnc2scc(-c3ccccc3)c2c1=O)N1CCOCC1
    0.23	15	-0.8	-0.1	0	12	12	-0.7	-0.34
O=S(=O)(c1ccc(Cl)s1)N1CCN(C/C=C/c2ccccc2)CC1
    0.58	1	-1.8	-2.4	-12	11	4	-0.3	0.01
CCN(CC)CCOc1ccc(Br)cc1
    -0.61	-5	-1.1	-2.7	-6	7	-7	0.4	0.18
Nc1ncc(Br)cc1S(=O)(=O)NCCC(=O)N1CCN(c2ncccn2)CC1
    -2.9*	-2	-0.6	-4.2	-1	-19	-5	0.0	-0.64
CCn1c(SCC(=O)NCc2ccco2)nc2c(c1=O)SC(C)C2 (configuration not stated)
    -0.35	-3	-0.1	2.2	2	-8	-2	-0.6	-0.015
Cc1c(N=CN2CCOCC2)c(=O)n(C)c(=O)n1C
    0.55	-3	-1.2	-1.9	-4	5	0	-0.7	-2.4
CC1=C(C(=O)Nc2ccccc2)C(c2ccc(N(C)C)cc2)NC(=O)N1 (configuration not stated)
    1.6	3	-0.1	0.7	-8	-7	-4	1.1	-0.3
Cc1ccc(NC(=O)CSc2nnc(Cn3c(=O)sc4ccccc43)n2C)cc1Cl
    -1.3	23	-0.3	-0.5	-8	4	5	1.0	-0.44
Cc1cc(Nc2ccc(F)cc2C)n2nc(C)nc2n1
    -0.22	-2	-0.2	1.3	5	-20	-1	-0.1	-0.088
CCN1C(=O)/C(=C\N2CCN(c3ccccc3)CC2)SC1=S
    0.4	0	-0.9	2.4	-33	-2	0	-0.7	-1.3
Cn1cnnc1SCc1ccc(C#N)cc1
    -0.016	-10	-0.3	-4.5	-11	-38	-6	1.0	0.8
CCOc1cc(C2C(C#N)=C(N)SC(N)=C2C#N)ccc1OCCN1CCOCC1
    0.58	0	-0.2	-2.3	5	.	-2	0.3	-0.58
COc1ccc(CNC(=O)c2cnc3scc(C)n3c2=O)cc1
    0.32	3	0.2	-3.5	-18	-20	0	0.1	0.0036
C/C(N)=C(/C#N)C(=O)CSc1nnc(Nc2cccc(C)c2C)s1
    0.0053	8	-1.0	-3.0	0	5	6	-0.1	-1
CCCn1c(C(O)c2ccc3c(c2)OCO3)nc2ccccc21 (configuration not stated)
    -0.65	10	.	-3.5	4	.	.	-1.5	-0.52
O=C(CCCN1C(=O)CCC1=O)Nc1ccc2c(c1)OCO2
    0.012	-3	0.2	-2.5	-17	-16	-6	-0.5	-0.23
CCOc1cccc2c1OC1(C)CC2NC(=O)N1c1ccc(OC)cc1 (configuration not stated)
    0.47	9	-0.4	-2.4	-1	-13	-4	-0.3	0.81
COc1ccccc1-c1nnc(N(C)C(=O)C2CCCO2)s1 (configuration not stated)
    -0.52	-5	.	0.1	-11	.	.	0.2	0.3
CC1CCN(CCCNC(=O)c2cc3c(=O)n(C)c4ccccc4c3n2C)CC1
    1.8	-24	-1.4	-1.4	-2	-31	-5	1.4	0.048
CCOC(=O)c1cc(CC)sc1NC(=O)Cc1ccsc1
    0.16	3	-0.8	1.7	2	-22	-2	0.1	0.49
CCOC(=O)C1CCN(C(=O)CCCN2C(=O)c3ccccc3C2=O)CC1
    0.81	3	-0.2	-2.6	2	.	0	-0.3	-0.67

(list continues)
Order of results – M1 antagonist	5HT1E antag	S1P3 agonist	HTR1A agonist	5-HT1A blocker	S1P1 ag pot	Jurkat viability	HTR1E agonist	M1 agonist
O=C(OCCOc1ccccc1Cl)c1ccc(-n2cnnn2)cc1
    0.17	7	-0.6	-0.4	7	13	1	-0.7	-0.53
CCN(CC)S(=O)(=O)c1ccc(C(=O)Oc2ccc3c(c2)OCO3)cc1
    0.31	-4	-0.8	-1.9	-3	-6	0	-0.5	0.65
CCOC(=O)c1ccccc1NC(=O)CN(c1ccccc1)S(=O)(=O)N(C)C
    0	1	0.8	2.7	14	.	1	0.4	0.8
CCC(C)(C)NC(=O)C(c1ccc(C)o1)N(Cc1cccs1)C(=O)Cn1nnc2ccccc21 (configuration not stated)
    0.64	-4	1.0	-0.1	26	0	1	0.3	2.5
O=C(O)/C=C/c1ccc(O)c(O)c1
    -0.033	-6	-2.3	0.2	.	-12	.	-0.5	0.15
CC1Cc2ccccc2N1C(=O)CCS(=O)(=O)c1cccs1 (configuration not stated)
    0.59	9	.	-2.7	1	.	.	-1.2	0.21
O=C(Nc1nc2ccccc2[nH]1)C1CC(=O)N(c2ccc3c(c2)OCCO3)C1 (configuration not stated)
    -0.02	-5	0.2	-3.8	-1	6	2	0.4	-0.23
Cc1cccc2cc(C#N)c(N3CCN(C)CC3)nc12
    -0.066	-5	-0.2	1.5	-3	-16	-1	23*	1.2
COc1cccc(Cn2nnc(C(=O)Nc3cc(C)ccc3OC)c2N)c1
    0.23	13	-2.0	-5.3	5	15	-1	0.8	-0.94
COC(=O)c1cc(OC)c(OC)cc1NC(=O)CN1CCCCC1
    0.28	-14	0.0	-2.4	-10	-31	5	1.1	0.21
Cc1ccc(-c2nnn(CC(=O)N(CC3CCCO3)C(C(=O)NC(C)(C)C)c3ccc(F)cc3)n2)o1 (configuration not stated)
    0.11	0	-1.6	-0.6	2	-4	5	0.1	-0.17
Cc1ccc(C2/C(=C(\O)c3c(C)nc4ccccn34)C(=O)C(=O)N2CCCN2CCOCC2)o1 (configuration not stated)
    0.28	9	-0.7	1.0	17	2	-9	-0.1	-0.37
COc1cccc(C2=NOC(C(=O)N3CCOCC3)C2)c1 (configuration not stated)
    0.37	6	0.0	1.0	14	9	0	0.2	0.03
CCN(CC)CCNC(=O)CS(=O)Cc1nc(-c2ccccc2Cl)oc1C (configuration not stated)
    0.52	3	-0.6	0.1	8	-3	1	1.0	-0.038
Cn1c(=O)c2c(nc(CN3CCN(c4ccc(F)cc4)CC3)n2CCN2CCOCC2)n(C)c1=O
    0.36	-10	-0.5	1.5	-7	-6	6	1.0	-0.024
O=C(CSc1ncn[nH]1)Nc1ccc(Br)cc1F
    -0.19	-7	-0.3	-2.2	-9	-5	-7	-0.3	0.13
Oc1ccc2nc(Cc3ccccc3)[nH]c2c1
    0.0032	-16	-2.2	2.8	2	-1	3	0.4	0.15
COc1ccc(C2C(C(N)=O)=C(C)Nc3nc(-c4ccccc4)nn32)cc1OC (configuration not stated)
    -1.6	3	-1.0	-2.3	4	-10	-1	-0.7	-0.29
Cc1nc2cc(NC(=O)N3c4ccccc4CC3C)ccc2n1C (configuration not stated)
    0.59	6	-0.3	-5.8	10	9	2	-0.5	0.03
Cc1ccccc1-n1c(SCc2c(C)noc2C)nnc1-c1c[nH]c2ccccc12
    1.6	2	0.4	-0.6	2	-32	2	0.2	-0.98
Cc1nnc(SCCn2c(Br)nc3c2c(=O)n(C)c(=O)n3C)s1
    -0.59	3	-0.5	0.3	-13	5	-7	-0.1	-0.7
COc1ccc(Cn2nnnc2CN(Cc2cc3ccc(C)cc3[nH]c2=O)C2CCCC2)cc1
    0.98	-2	1.3	1.6	-2	-7	-6	0.5	-1.6
Cc1ccc(-c2csc3ncn(-n4c(C)ccc4C)c(=O)c23)o1
    0.45	-7	-0.5	-0.5	20	2	-4	0.0	0.1

Rewritten as a markdown table: entries from further up
| canonical_smiles | M1 antagonist | 5HT1E antag | S1P3 agonist | HTR1A agonist | 5-HT1A blocker | S1P1 ag pot | Jurkat viability | HTR1E agonist | M1 agonist |
| --- | --- | --- | --- | --- | --- | --- | --- | --- | --- |
| Cc1ccc(-c2nnn(CC(=O)N(CC3CCCO3)C(C(=O)NC(C)(C)C)c3ccc(F)cc3)n2)o1 (configuration not stated) | 0.11 | 0 | -1.6 | -0.6 | 2 | -4 | 5 | 0.1 | -0.17 |
| Cc1ccc(C2/C(=C(\O)c3c(C)nc4ccccn34)C(=O)C(=O)N2CCCN2CCOCC2)o1 (configuration not stated) | 0.28 | 9 | -0.7 | 1.0 | 17 | 2 | -9 | -0.1 | -0.37 |
| COc1cccc(C2=NOC(C(=O)N3CCOCC3)C2)c1 (configuration not stated) | 0.37 | 6 | 0.0 | 1.0 | 14 | 9 | 0 | 0.2 | 0.03 |
| CCN(CC)CCNC(=O)CS(=O)Cc1nc(-c2ccccc2Cl)oc1C (configuration not stated) | 0.52 | 3 | -0.6 | 0.1 | 8 | -3 | 1 | 1.0 | -0.038 |
| Cn1c(=O)c2c(nc(CN3CCN(c4ccc(F)cc4)CC3)n2CCN2CCOCC2)n(C)c1=O | 0.36 | -10 | -0.5 | 1.5 | -7 | -6 | 6 | 1.0 | -0.024 |
| O=C(CSc1ncn[nH]1)Nc1ccc(Br)cc1F | -0.19 | -7 | -0.3 | -2.2 | -9 | -5 | -7 | -0.3 | 0.13 |
| Oc1ccc2nc(Cc3ccccc3)[nH]c2c1 | 0.0032 | -16 | -2.2 | 2.8 | 2 | -1 | 3 | 0.4 | 0.15 |
| COc1ccc(C2C(C(N)=O)=C(C)Nc3nc(-c4ccccc4)nn32)cc1OC (configuration not stated) | -1.6 | 3 | -1.0 | -2.3 | 4 | -10 | -1 | -0.7 | -0.29 |
| Cc1nc2cc(NC(=O)N3c4ccccc4CC3C)ccc2n1C (configuration not stated) | 0.59 | 6 | -0.3 | -5.8 | 10 | 9 | 2 | -0.5 | 0.03 |
| Cc1ccccc1-n1c(SCc2c(C)noc2C)nnc1-c1c[nH]c2ccccc12 | 1.6 | 2 | 0.4 | -0.6 | 2 | -32 | 2 | 0.2 | -0.98 |
| Cc1nnc(SCCn2c(Br)nc3c2c(=O)n(C)c(=O)n3C)s1 | -0.59 | 3 | -0.5 | 0.3 | -13 | 5 | -7 | -0.1 | -0.7 |
| COc1ccc(Cn2nnnc2CN(Cc2cc3ccc(C)cc3[nH]c2=O)C2CCCC2)cc1 | 0.98 | -2 | 1.3 | 1.6 | -2 | -7 | -6 | 0.5 | -1.6 |
| Cc1ccc(-c2csc3ncn(-n4c(C)ccc4C)c(=O)c23)o1 | 0.45 | -7 | -0.5 | -0.5 | 20 | 2 | -4 | 0.0 | 0.1 |

Screening data deposited in PubChem by several laboratories.
